ALDH1A1 inh – blocks purified human ALDH1A1 activity | AID 1030 | 220,000 tested, 7.3% active | Purified ALDH1A1, NADH fluorescence, propionaldehyde substrate | P00352 | Potency, µM (doses to about 75.3 µM), for the others: at the highest dose activity, negative = inhibition, most hits filed as inhibitors; active means well fitted inhibition curve with a large enough effect, not every such curve was filed as active; inconclusive means small, poorly fitted or top-dose-only effect, or another doubt; inactive means no such curve, though single readings can be large or run the other way;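 further: plate controls were no enzyme wells and a reference inhibitor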
Target sequence (P00352 whole entry, looked up): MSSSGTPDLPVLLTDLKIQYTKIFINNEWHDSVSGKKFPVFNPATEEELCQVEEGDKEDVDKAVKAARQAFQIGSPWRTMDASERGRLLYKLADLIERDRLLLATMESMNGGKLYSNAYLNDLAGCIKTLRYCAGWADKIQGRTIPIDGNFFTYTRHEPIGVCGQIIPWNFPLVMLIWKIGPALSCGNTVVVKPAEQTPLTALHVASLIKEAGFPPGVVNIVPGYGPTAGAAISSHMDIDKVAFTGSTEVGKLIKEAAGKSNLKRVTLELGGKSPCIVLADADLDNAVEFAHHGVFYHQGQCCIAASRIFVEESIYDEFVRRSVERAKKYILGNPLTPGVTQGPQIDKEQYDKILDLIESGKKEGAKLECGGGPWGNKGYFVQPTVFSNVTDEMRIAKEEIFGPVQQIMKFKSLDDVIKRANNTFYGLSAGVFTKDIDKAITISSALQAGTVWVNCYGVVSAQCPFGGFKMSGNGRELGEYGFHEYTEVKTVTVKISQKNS
HTT ATP protect – protects HTT-Q103 PC12 cells, measured by ATP | AID 1471 | Potency, µM (titrated, usually from 56.4 µM), for the others: cytoprotection (ATP increase), most hits filed as activators | PC12 HTT-Q103 induced, cytoprotection, ATP luminescence, 40 h | 230,000 tested, 0.14% active;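 further: % of control where 0% means no effect; nearly all actives have a fitted effect of over 45% in size; toxic huntingtin expression switched on by the ecdysone agonist tebufenozide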
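Quantitative HTS on tebufenozide-induced (100 nM) PC12 cells expressing HTTQ103 exon 1–GFP; compounds tested as a concentration series; survival measured via cellular ATP.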
SMN2 splice enh – SMN2 splice variant enhancement | Potency, µM (doses to about 46.1 µM), without a hit: at the top dose activity change, positive = activation, actives largely listed as activators | HEK293 SMN2-luciferase splicing reporter, luminescence, 30-36 h | AID 1458 | 210,000 tested, 2.8% active; further: % of control where 0% means no effect; nearly all actives have a fitted effect of over 55% in size
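HEK293 cells carry an SMN2 […]–luciferase reporter in which exon 7 inclusion puts luciferase in frame. Cells were plated 10-12 h before compound addition, then incubated 30-36 h at 37C. ONE-Glo luminescence was read; sodium butyrate at 4.5 mM final served as control.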
Tau ThT inhib – tau fibrillization inhibition (ThT binding); Potency, µM (highest dose often 57.4 µM), for inactives: at the highest dose activity, negative = inhibition, most hits filed as inhibitors; P10636; 270,000 tested, 2.1% active; recombinant tau K18 P301L, heparin-induced fibrillization, ThT fluorescence; AID 1460; further: on the % scale 0 is the no-effect control and ±100 the full control effect; nearly all actives have a fitted effect of over 55% in size
Target sequence (P10636 561-689 P618L limits assumed): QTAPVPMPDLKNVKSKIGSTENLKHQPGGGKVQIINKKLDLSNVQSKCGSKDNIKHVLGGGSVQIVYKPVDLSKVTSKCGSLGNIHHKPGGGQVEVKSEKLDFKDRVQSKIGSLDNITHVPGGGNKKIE
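Recombinant human tau K18 fragment […] carrying P301L, 15 uM unlabeled plus 0.24 uM Alexa 594-labeled, was fibrillized with 20 uM heparin in 100 mM sodium acetate pH 7 for 6 hr at 37 C; 30 uM ThT fluorescence read after 1 hr.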
Tau FP inhib – inhibitors of human tau fibril formation | K18 P301L tau heparin fibrillization, Alexa594 FP, 6 h | P10636 | 280,000 tested, 0.39% active | Potency, µM (highest dose often 57.7 µM), inactives show top-dose activity, negative = inhibition, most hits filed as inhibitors; further: on the % scale 0 is the no-effect control and ±100 the full control effect; nearly all actives have a fitted effect of over 55% in size
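Human tau K18 […] P301L fragment, 15 uM unlabeled plus 0.24 uM Alexa 594-labeled tau (final), with compound and 20 uM heparin in 100 mM sodium acetate pH 7; 6 hr at 37 C, then Alexa 594 FP read.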
HttQ103 aggreg – inhibitors of mutant huntingtin aggregate formation in PC12 cells; PC12 HttQ103-GFP aggregates, Acumen cytometry, 40 h; Potency, µM (doses to about 46.1 µM), inactives show top-dose activity change, negative = inhibition, usual class: inhibitors; 220,000 tested, 1.1% active; AID 1688; further: on the % scale 0 is the no-effect control and ±100 the full control effect; nearly all actives have a fitted effect of over 60% in size
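Aggregates are detected as GFP objects 1–25 µm with signal 6 STDEV over background in lysates of induced PC12 cells. These carry Huntingtin exon 1 with 103 glutamines fused to GFP under an ecdysone promoter; compounds titrated.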
Tau fluor cs – counter-screen for tau fibril formation inhibitors | 280,000 tested, 0.93% active | Potency, µM (titrated, usually from 57.7 µM), without a hit: top-dose activity change, negative = decrease | tau K18 P301L Alexa594 fluorescence, heparin fibrillization; further: on the % scale 0 is the no-effect control and ±100 the full control effect; nearly all actives have a fitted effect of over 55% in size
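Human tau K18 P301L (15 uM unlabeled, 0.24 uM Alexa 594-labeled) in 100 mM sodium acetate pH 7 with 20 uM heparin, 6 hr at 37 C. ThT 30 uM added, 1 hr ambient; Alexa 594 FP and total fluorescence read at 555/632 nm.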
JMJD2E inh – blocks human JMJD2E demethylase activity; B2RXH2; JMJD2E catalytic domain, FDH-coupled NADH fluorescence (FDH is formaldehyde dehydrogenase); Potency, µM (series often up to 57.1 µM), for the others: top-dose activity change, negative = inhibition, hits mostly inhibitors; 230,000 tested, 1.6% active; active means well fitted inhibition curve with a large enough effect, not every such curve was filed as active; inconclusive means small, poorly fitted or top-dose-only effect, or another doubt; inactive means no such curve, though single readings can be large or run the other way;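 further: 0% = wells with enzyme and -100% = buffer wells without enzyme; nearly all actives have a fitted effect of over 50% in size; many of its hits are not listed in these tables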
Target sequence (B2RXH2 1-337 limits assumed): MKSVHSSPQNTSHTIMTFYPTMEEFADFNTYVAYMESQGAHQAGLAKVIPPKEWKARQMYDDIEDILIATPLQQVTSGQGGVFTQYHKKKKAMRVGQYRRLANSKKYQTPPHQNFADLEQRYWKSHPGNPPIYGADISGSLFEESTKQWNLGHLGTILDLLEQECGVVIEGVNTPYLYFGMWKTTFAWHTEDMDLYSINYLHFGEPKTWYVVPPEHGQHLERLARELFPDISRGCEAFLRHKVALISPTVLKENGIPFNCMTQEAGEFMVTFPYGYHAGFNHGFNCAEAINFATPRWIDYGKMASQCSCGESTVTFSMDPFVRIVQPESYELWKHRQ
Active calls of the source: *; u = inconclusive; x = no result given; & = joins results of further samples; ! = a repeat was not active; [ ] = remark or other dose. Unless noted, the call rests on the fitted dose curve; in most records, active means well fitted curve in the direction sought with a large enough effect; inconclusive means small, poorly fitted or top-dose-only effect, or another doubt; inactive means no such curve, though single readings can be large; an effect the other way counts as inactive or inconclusive. Potency means the concentration at half of the fitted maximal effect. A portion of the library; count on the stated rates, not on these rows.

structure | Tau fluor cs | HttQ103 aggreg | SMN2 splice enh | JMJD2E inh | ALDH1A1 inh | Tau ThT inhib | Tau FP inhib | HTT ATP protect
NC1=C(Br)C(=O)c2ccccc2C1=O | -20.3% | -6.0%[9.22 µM] | x | 1.2% | u | u | -12.8% | -4.3%[10 µM]
Cc1ccc(N2C(=O)NC(=O)/C(=C\c3cccn3C(C)(C)C)C2=O)cc1 | -12.8% | 25.9% | 19.2% | -4.9% | 0.562µM* | u | -1.8% | -18.7%
CCCCN=Cc1c(O)n(-c2c(C)cc(C)cc2C)c(=O)[nH]c1=O | -4.7% | -8.1% | 23.1% | 4.2% | 0.9% | -6.7% | -1.8% | 3.8%
COc1ccc(C(C)=O)cc1COc1ncnc2ccccc12 | 5.1% | 8.0% | -2.0% | -1.0% | 1.78µM* | 5.8% | -0.3% | 13.1%[10 µM]
CCCCCCN=C(C)c1c(O)n(Cc2ccccc2)c(=O)[nH]c1=O | -6.6% | -14.2% | -27.3% | 10.0% | 7.4% | -14.8% | 2.4% | 1.3%
CC1=NCCc2c1[nH]c1ccccc21 | u | -21.6% | -0.2% | x | -10.7% | x | -6.4% | -1.0%
Clc1ccc(N2CCN(Cc3ccccc3Cl)CC2)cc1 | -24.5% | 11.3% | -17.0% | u | u | u | 7.2% | 16.0%[10 µM]
Cc1cc(N)n(C2CCN(C)CC2)n1 | 4.2% | 23.6% | -13.4% | -1.8% | -3.5% | 0.1% | 0.7% | 12.0%[10 µM]
CCOC(=O)c1ccc(NC(=O)Nc2cc3c(cc2N2CCCCC2)n(CC)c(=O)n3CC)cc1 | u | x | -40.6%[inhibitor] | x | x | -17.7% | u | x
CCCCCCC(C)(C)c1ccc([C@@H]2C[C@H](O)CC[C@H]2CCCO)c(O)c1 | -13.7% | x | -73.2%[inhibitor] | -4.2% | -10.3% | -11.1% | 5.7% | 18.8%[1.9 µM]
CCC(C)n1c(O)c(C=NC(C)c2ccccc2)c(=O)[nH]c1=S (configuration not stated) | -18.8% | -12.6%[9.22 µM] | x | 3.5% | x | -17.4% | 1.0% | -15.7%[10 µM]
CC/C(=N\N1CCCCCC1)c1c(O)n(-c2ccc(C)cc2)c(=O)[nH]c1=O | -3.0% | 10.4% | -34.1%[inhibitor] | -27.8% | u | -15.9% | 2.4% | 5.4%[10 µM]
COc1cccc(N2C(=O)NC(=O)/C(=C\c3ccc([N+](=O)[O-])s3)C2=O)c1 | u | 12.4% | -5.7% | 17.8µM* | u | 14.1µM* | u | -25.6%
NC(=O)COc1c(F)cc(SCCNS(=O)(=O)c2ccccc2)cc1F | -8.1% | x | -19.9% | 2.7% | u | 4.3% | -3.0% | -5.7%[1.9 µM]
Cc1ccc(S(=O)(=O)NC(Cc2cnc[nH]2)C(=O)O)cc1 (configuration not stated) | 4.2% | -9.8% | -6.8% | -5.2% | 11.7% | 5.1% | -0.9% | -20.3%[10 µM]
CCOc1ccc(C2C(C#N)=C(N)Oc3c2c(=O)oc2ccccc32)cc1 (configuration not stated) | -26.4% | 22.4% | -12.4% | u | -3.5% | -12.8% | -9.2% | -15.3%
C=CC[N+]1(C)CCC23c4c5ccc(O)c4O[C@H]2C(=O)CC[C@@]3(O)C1C5 (some centres not stated) | 1.5% | -15.2% | -7.5% | x | -15.3% | 0.4% | 4.7% | -68.2%[inhibitor]
Cc1cc(C(=O)N2CCC3(CC2)OCCO3)cs1 | -0.6% | 0.3% | 4.4% | 1.1% | -13.2% | -7.6% | 1.3% | -6.5%[0.074 µM]
Cc1ccc(-c2nc(NC(=O)c3ccc(S(=O)(=O)N(CCC#N)CCC#N)cc3)sc2-c2ccccc2)cc1 | -27.2% | -1.3% | u | -2.5% | 30.5%[activator] | 0.3% | -13.1% | -12.9%[10 µM]
O=C(c1ccccc1F)c1cn(CC(=O)N2CCCC2)c2ccccc12 | -5.8% | 5.0% | -6.9% | 3.0% | u | -1.3% | 6.2% | 2.7%
C=C[C@]12CN(C)[C@H]3C1[C@@]1(C(=O)Nc4ccccc41)[C@H]1C[C@H]2[C@H]3CO1 | x | x | 0.7%[20.6 µM] | -3.3%[25.5 µM] | 6.3%[20.9 µM] | x | x | u
Cc1c(Cl)cccc1NC(=O)CN1C(=O)C(C)N=C(c2ccccc2)c2ccccc21 (configuration not stated) | -11.6% | x | 0.7% | x | x | 0.7% | 0.2% | x
Nc1c(C(=O)Nc2ccc(Cl)c(C(F)(F)F)c2)sc2nc3c(cc12)N1CCC3CC1 | 5.01µM*[quencher] | x | -34.8%[inhibitor] | x | x | u | u | x
COc1cc2c(cc1O)CC1c3c(cc(O)c(OC)c3-2)CCN1C (configuration not stated) | u | -4.8%&10.7%[9.22 µM] | -11.8% | u | u | u | 4.8%&0.4%&-13.4%&7.5% | -12.4%[1.9 µM]
C=CCN1C(=O)NC(=O)/C(=C\c2ccc(-c3ccccc3[N+](=O)[O-])o2)C1=O | -7.6% | 14.2%[9.22 µM] | -0.4% | -23.3% | 22.4µM* | u | 1.3% | -23.7%
Cc1ccc(N2C(=O)NC(=O)/C(=C\c3ccsc3)C2=O)cc1C | -15.5% | -11.0% | 8.7% | -9.3% | -6.9% | u | 3.6% | 13.7%[10 µM]
O=c1[nH]c(=O)n(Cc2ccc(F)cc2)c(O)c1C=NCc1cccnc1 | -9.3% | -9.5% | -8.6% | -7.5% | -7.0% | -8.0% | -10.0% | 4.4%
COCCOC(=O)c1c(C)n(C)c2ccc(OC(=O)N(C)C)cc12 | -0.1% | 6.3% | 5.5% | 2.9% | 12.9% | -3.6% | 7.9% | -2.5%
Cc1cccc(NC(=O)N[C@@H]2N=C(c3ccccc3)c3ccccc3N(CC(=O)c3ccccc3C)C2=O)c1 | -18.9% | x | 1.2% | 0.0% | 8.7% | -11.4% | u | -11.3%
Cc1cccc(-n2c(/C=C/c3ccc([N+](=O)[O-])o3)nc3ccccc3c2=O)c1 | 2.4% | u | x | -7.0% | u | 4.9% | 5.0% | -37.3%[10 µM]
COc1cccc(-n2cnc3scc(-c4cccs4)c3c2=O)c1 | -26.5% | u | -7.0% | u | u | -13.6% | -1.9% | u
Cc1ccc(CC2C(=O)N(C)C(=O)N(C)C2=O)s1 | -9.6% | 28.9% | 4.2% | 135.6%[activator] | 20µM* | u | u | -3.2%[10 µM]
CSCc1nnc2n1-c1ccc(Cl)cc1C(c1ccccc1)=NC2 | 9.6% | -2.0% | 21.5% | 8.0% | 10.1% | 3.7% | 0.2% | 3.7%[0.074 µM]
Cc1ccc(CS(=O)(=O)CCC(=O)N2CCC3(CC2)OCCO3)cc1 | 4.9% | 1.1% | -3.0% | -5.7% | 7.0% | -1.1% | 0.0% | -1.7%[10 µM]
Cc1cc(C)n(CCOC(=O)C2C(C=C(Cl)Cl)C2(C)C)n1 (configuration not stated) | -11.7% | -5.5% | -28.2% | -1.9% | 0.7% | -14.7% | 2.6% | 0.8%
CCN(CC)P(=O)(Nc1ccc([N+](=O)[O-])cc1)c1c(C)nn(CCC#N)c1NC(=O)c1ccc(Cl)cc1Cl (configuration not stated) | -13.3% | u | -22.5% | 2.7% | -12.7% | -10.1% | 4.1% | -6.1%
O=C(c1cccn2c(=O)c3ccccc3nc12)N1CCC2(CC1)OCCO2 | -6.7% | u | -0.6% | u | u | 3.3% | -4.0% | -12.6%
CCCCC/C=C\C/C=C\C/C=C\C/C=C\CCCC(=O)NCCc1ccc(O)c(O)c1 | u | x | -10.2% | 6.7% | 15.8µM*! | u | u | -344.6%&-49.1%[inhibitor]
CC12CN3CC(C)(CN(C1)P3(=O)Oc1ccccc1)C2=O (configuration not stated) | 5.5% | 5.3% | -13.7% | -0.7% | -0.1% | -3.5% | 4.4% | -3.2%
Cc1[nH]cnc1CCN | -10.1% | x | 1.0% | -3.5% | -2.1% | -13.5% | -4.3% | 12.9%
C[N+]12CCC(CC1)C(C#N)(N1CCOCC1)C2 (configuration not stated) | 8.1% | -2.2% | 0.8% | 3.7% | 3.4% | 2.6% | -0.7% | 0.7%
O=C1NC(=O)N(c2ccc3c(c2)OCO3)C(=O)/C1=C/c1ccc(N2CCCC2)o1 | -8.9% | -16.7% | -13.2% | -1.0% | -3.1% | u | 5.4% | u
CC1(C)C2C[C@@H](O)[C@]3(C)C(CC[C@@]4(C)[C@H](c5ccoc5)C[C@H]5O[C@]543)[C@@]2(C)[C@@H](O)C[C@H]1O (some centres not stated) | -0.3% | x | -1.0% | 4.1% | -4.5% | -4.5% | 0.0% | -1.1%
COc1ccccc1N1CCN(Cc2c(F)cccc2Cl)CC1 | -17.8% | -14.4% | 1.9% | -7.3% | -5.2% | -12.1% | 4.7% | -6.5%[10 µM]
O=C(COC(=O)CCc1c[nH]c2ccccc12)Nc1ccc([N+](=O)[O-])cc1 | u | -0.7% | -11.5% | -1.8% | 9.0% | u | u | 20.7%[10 µM]
C=CCn1c(O)c(C(C)=Nc2ccc(C(=O)OCC)cc2)c(=O)[nH]c1=O | -5.6% | 3.0% | u | -11.1% | 31.6µM* | u | -0.7% | -5.8%[0.074 µM]
CC(CCc1ccccc1)NC(C)C(O)c1ccc(O)cc1 (configuration not stated) | -3.5%&-0.7%&-3.1%&-4.9% | 2.4%&-5.9% | -7.9%&10.0%&13.7%&3.2% | 7.8%&-9.3%&-0.7% | 0.0%&-6.4%&-7.8%&-0.2% | -6.1%&-2.9%&7.4%&-0.9% | 3.0%&9.4%&-9.0%&-1.8% | -15.2%
CN1CCN(CCC(=O)OC2CC3CCC(C2)N3C)CC1 (configuration not stated) | 2.6% | 4.0% | -1.2% | -0.7% | -1.5% | 1.2% | -3.5% | 0.1%[1.9 µM]
CCNc1ccc(P(=S)(N(C)C)N(C)C)cc1 | -2.3% | -13.8% | -20.5% | 4.4% | 1.2% | -2.2% | 6.2% | -25.0%

2 records drawn at random from the list so far:
structure | Tau fluor cs | HttQ103 aggreg | SMN2 splice enh | JMJD2E inh | ALDH1A1 inh | Tau ThT inhib | Tau FP inhib | HTT ATP protect
COc1cccc(-n2cnc3scc(-c4cccs4)c3c2=O)c1 | -26.5% | u | -7.0% | u | u | -13.6% | -1.9% | u
C[N+]12CCC(CC1)C(C#N)(N1CCOCC1)C2 (configuration not stated) | 8.1% | -2.2% | 0.8% | 3.7% | 3.4% | 2.6% | -0.7% | 0.7%
